# EBI2 antag – antagonists of human EBI2 receptor. P32249. EBI2 beta-arrestin recruitment, luminescence, 7a,25-OHC stimulated. inhibition, % at 5 µM. hit rate 0.81% among 360,000; in the data active = inhibition above about 38%;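 note: enzyme fragment complementation signal reports receptor beta-arrestin coupling in cells; 0% = agonist plus DMSO wells and 100% = wells without agonist; some results beyond the cut were filed as inactive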
# Target sequence (P32249 whole entry, looked up, the tested form may be a part): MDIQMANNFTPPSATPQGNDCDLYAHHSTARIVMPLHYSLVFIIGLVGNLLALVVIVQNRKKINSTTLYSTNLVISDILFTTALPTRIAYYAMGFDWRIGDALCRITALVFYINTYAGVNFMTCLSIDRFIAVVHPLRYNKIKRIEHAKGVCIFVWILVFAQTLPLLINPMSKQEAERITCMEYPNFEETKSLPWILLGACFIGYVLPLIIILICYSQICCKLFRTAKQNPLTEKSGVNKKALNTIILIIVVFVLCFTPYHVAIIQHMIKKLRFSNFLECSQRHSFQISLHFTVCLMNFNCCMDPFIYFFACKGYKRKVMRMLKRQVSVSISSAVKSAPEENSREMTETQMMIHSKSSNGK
# APOBEC3A inh – human APOBEC3A DNA deaminase inhibition | AID 493011 | recombinant A3A, FAM/TAMRA ssDNA deamination fluorescence | hit rate 0.41% among 330,000 | inhibition, % at 20 µM;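 active = at least 40% inhibition at 20 µM here, with at most 30% in a related deaminase screen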;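 note: plate controls were A3A with DMSO for no effect and wells lacking A3A enzyme for full effect; some results filed as inactive read as strong as hits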
# Target sequence (P31941 whole entry, looked up): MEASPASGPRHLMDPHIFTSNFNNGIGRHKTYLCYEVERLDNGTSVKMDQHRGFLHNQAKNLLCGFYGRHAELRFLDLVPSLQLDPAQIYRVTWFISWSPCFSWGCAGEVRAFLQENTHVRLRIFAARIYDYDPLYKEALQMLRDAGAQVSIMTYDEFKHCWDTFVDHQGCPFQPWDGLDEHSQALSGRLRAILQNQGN
# CCR6 antagonist – blocks CCL20-driven beta-arrestin recruitment at human CCR6; inhibition, % at 20 µM; CHO-K1 CCR6 PathHunter beta-arrestin, luminescence, CCL20-stimulated; AID 493098; hit rate 0.49% among 340,000;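 active = compounds whose inhibition of the agonist-driven luminescence signal at 20 µM reaches about 50%, limit read from the data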;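 note: cells stimulated with CCL20 at 14 nM final; plate controls were DMSO with CCL20 for no effect and DMSO without agonist for full effect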
# NR3A LBD binder – NR3A (human) ligand-binding domain modulation; NR3A LBD differential scanning fluorimetry, Tm shift; 0% = protein alone, 100% = glycine-bound protein; Tm shift relative to glycine control, % at 25 µM; hit rate 2.5% among 340,000; AID 1259313;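 active = melting temperature shift of at least 10% of the positive control shift, at one fixed dose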
# MPTP inh – inhibitors of mitochondrial permeability transition pore | isolated mouse mitochondria, Ca2+ swelling absorbance, 30 min | inhibition, % at 10 µM | hit rate 1.4% among 360,000 | AID 602449;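 active = inhibition of 50% or more, scaled per plate between neutral and stimulator controls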;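 note: 0% = DMSO wells given calcium and 100% = 1 mM EGTA wells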
# Gli-Sufu block – Gli-Sufu pathway antagonism. hit rate 0.74% among 340,000. inhibition, % at 5 µM. AID 588413. Sufu-KO-LIGHT fibroblasts, Gli luciferase reporter luminescence;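 active = inhibition above about 55%, limit read from the data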;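 note: 0% = DMSO-treated cells and 100% = wells with medium but no cells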
# A3G deaminase – blocks human APOBEC3G single-stranded DNA deamination; recombinant A3G, ssDNA deamination FAM/TAMRA fluorescence; AID 493012; Q9HC16; inhibition, % at 20 µM; hit rate 0.28% among 330,000;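 active = inhibition of at least 40% at 20 µM, with no more than 30% in the related APOBEC3A deaminase screen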;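 note: plate controls were DMSO wells with A3G for no effect and wells lacking A3G enzyme for full effect; some compounds called inactive have numbers as strong as hits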
# CXCR6 inh – inhibitors of human CXCR6 receptor; O00574; CHO-K1 PathHunter CXCR6 beta-arrestin, luminescence; hit rate 0.36% among 360,000; inhibition, % at 20 µM; in the data active = inhibition above about 34%, passing the limit was not always enough;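 note: antagonist mode with CXCL16 agonist at 10 nM final; 0% = 10 nM CXCL16 with DMSO and 100% = unstimulated wells without agonist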
# Target sequence (O00574 whole entry, looked up): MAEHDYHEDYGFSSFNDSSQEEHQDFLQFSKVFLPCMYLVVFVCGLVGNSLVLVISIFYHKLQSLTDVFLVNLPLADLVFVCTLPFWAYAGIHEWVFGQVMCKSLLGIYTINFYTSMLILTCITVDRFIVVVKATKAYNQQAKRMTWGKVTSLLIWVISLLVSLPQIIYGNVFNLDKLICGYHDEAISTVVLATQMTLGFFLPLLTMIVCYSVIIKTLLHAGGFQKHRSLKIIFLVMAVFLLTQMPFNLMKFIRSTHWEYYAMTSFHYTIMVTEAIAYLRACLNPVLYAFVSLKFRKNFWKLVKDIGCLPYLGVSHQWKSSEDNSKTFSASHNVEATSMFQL
# * marks the source's active call; other numbers are inactive results; . = not tested or not shown.
# Screens in order – EBI2 antag	APOBEC3A inh	CCR6 antagonist	NR3A LBD binder	MPTP inh	Gli-Sufu block	A3G deaminase	CXCR6 inh
O=C(CSCc1ccc([N+](=O)[O-])cc1)N/N=C/c1ccncc1
→ -2	2	5	-3	1.3	-12	-1	-7
CCSC(=Nc1ccccc1)Nc1ccccc1
→ 8	-3	0	-3	-0.9	5	-4	5
N#Cc1c(Cl)nc(N/N=C/c2ccccc2)c(Cl)c1Cl
→ -7	-1	-2	-1	0.2	-1	-5	4
O=C(COC(=O)c1ccc([N+](=O)[O-])o1)Nc1ncc(Cl)cc1Cl
→ -16	2	1	-6	0.1	-12	-4	-9
CC(=O)Nc1ccc(/C(N=Nc2ccccc2)=N/N=C(N)N)cc1
→ -16	.	15	-5	1.6	-68	.	7
CCOC(=O)CNC(=O)C12CC3CC(CC(C3)C1)C2
→ 4	-2	10	0	-2.2	2	-10	-2
Cc1ccc(C)c(SCC(=O)OCC(=O)c2ccco2)c1
→ -4	54*	-2	1	0.6	2	15	-4
COc1ccc(OC)c(Cc2nnc(CCC(=O)NCc3nc4ccccc4s3)o2)c1
→ -2	-6	5	-1	0.3	-3	-7	-2
COc1ccc(CNC(=O)CN2C(=O)NC3(CCCc4sccc43)C2=O)cc1OC (centres undefined)
→ -6	-2	-6	-1	-2.2	-9	2	-6
COC(=O)N/N=C(\C)c1cccs1
→ 1	4	-2	0	3.9	-18	9	-11

# (more compounds)
# Screens in order – EBI2 antag	APOBEC3A inh	CCR6 antagonist	NR3A LBD binder	MPTP inh	Gli-Sufu block	A3G deaminase	CXCR6 inh
CCN(c1cccc(C)c1)S(=O)(=O)c1cc2c3c(c1)CCN3C(=O)CC2
→ 4	-1	6	0	-0.4	-1	5	-2
CC(=O)OC[C@H]1COc2ccc3ccccc3c2[C@H]1N(C)C(C)=O
→ -7	-5	-5	-4	0.1	2	-7	0
Oc1ccc2ccccc2c1/C=N/Nc1ccccc1
→ 3	-3	11	-12	1.7	8	40	-11
CCOC(=O)Cn1cc(/C=C/[N+](=O)[O-])c2ccccc21
→ -31	-1	21	2	2.1	-18	-3	-4
CCNC(=S)NCc1ccco1
→ -9	0	-8	-1	0.3	9	-3	-4
COC(=O)c1ccc(NC(=O)C2CCN(S(C)(=O)=O)CC2)cc1
→ -4	-4	1	-1	-1.3	-15	-6	0
NS(=O)(=O)c1ccc(NC(=O)C(=O)NCCC(=O)O)cc1
→ -3	1	11	-2	-0.2	4	-2	5
CCCCC(=O)NC(Nc1ccc(C)cn1)(C(=O)OCC)C(F)(F)F (centres undefined)
→ 2	-3	2	-2	-1.7	2	-6	6
O=C(CN(C(=O)CNC(=O)c1ccco1)c1cccc(F)c1)NC1CCCCC1
→ 0	-4	14	0	-0.4	-7	-9	4
Cc1cccc(C)c1NC(=O)C(NC=O)c1ccc(Cl)cc1 (centres undefined)
→ 7	-1	28	-1	-1.0	-4	-5	23

# Next part
# Screens in order – EBI2 antag	APOBEC3A inh	CCR6 antagonist	NR3A LBD binder	MPTP inh	Gli-Sufu block	A3G deaminase	CXCR6 inh
COc1ccc(C(C)=O)cc1CSCCC(=O)O
→ -7	-4	9	0	-1.6	-2	-2	-7
CCc1cccc(NC(=O)c2cccc3c2C(=O)N(CC2CCCO2)C3)c1 (centres undefined)
→ 18	2	23	-1	-1.6	13	-4	0
O=C1NCCN(CC2CCN(CCC3CCCC3)CC2)C1=O
→ -3	.	-22	-1	-0.1	28	.	0
Cc1cccc(N2CCN(CC(=O)Nc3ccccc3[N+](=O)[O-])CC2)c1C
→ -5	-2	17	15*	2.4	-1	-3	7
COc1cc(OC)cc(C(=O)N[C@H](C(=O)Nc2ccc(S(=O)(=O)N(C)C)cc2)C(C)C)c1
→ -11	2	16	-8	-0.2	2	-2	3
Cc1cccc2cc(CN(C(=S)NCC(C)C)C3CCCC3)c(=O)[nH]c12
→ 0	0	12	13*	-0.1	9	0	-2
COc1ccc(S(=O)(=O)NCc2ccccc2)cc1Br
→ 0	1	.	.	0.7	.	-2	8
S=C(Nc1ccc(Br)cc1)Nc1ccc2c(c1)OCCO2
→ 11	-7	26	4	81*	-27	21	-2
COc1cccc(C(C#N)NCCCNC(C#N)c2cccc(OC)c2OC)c1OC (centres undefined)
→ -4	.	4	0	0.5	-6	.	0
COc1ccc(NC(=O)c2cccnn2)cc1
→ -9	1	8	-4	1.2	.	-7	-3

# More structures follow:
# Screens in order – EBI2 antag	APOBEC3A inh	CCR6 antagonist	NR3A LBD binder	MPTP inh	Gli-Sufu block	A3G deaminase	CXCR6 inh
C=CCc1ccccc1OCC(O)CN1CCN(c2ccccc2F)CC1 (centres undefined)
→ 11	-1	-3	-1	0.0	4	-4	-6
CC12CCC(=O)N1C(C(=O)Nc1nnc(SCc3ccccc3)s1)CS2 (centres undefined)
→ -8	-4	13	4	-0.9	-14	-12	9
COc1ccc(CN2CCn3nc(C(=O)NC(C)C)cc3C2=O)cc1
→ 5	6	5	-2	1.0	2	-10	10
NC(=O)C1CCCN(C(=S)NCc2ccc3c(c2)OCO3)C1 (centres undefined)
→ -5	-1	5	1	-0.3	-4	-3	-2
Cn1c(=S)[nH]c2ccccc21
→ 0	-6	9	2	1.4	3	-7	5
O=C(CP(=O)(c1ccccc1)c1ccccc1)Nn1cnnc1
→ -8	-4	-6	1	-1.9	-1	-11	7
COc1ccc(C2(c3ccc(OC)cc3)NC(=O)N(CC(=O)Nc3ccccc3C)C2=O)cc1
→ 18	2	0	1	-0.4	-1	-3	8
CCOc1ccc(C(=O)NCC(C)NC(=O)c2ccc(OCC)cc2)cc1 (centres undefined)
→ -3	4	8	3	1.9	-6	-1	6
NC(=O)/C(=C/c1ccco1)NC(=O)c1ccc(Br)o1
→ -4	3	-6	3	-0.2	-4	0	-6
Cc1nn(C)c(C)c1NC(=O)CN1CCC(O)(c2ccc3c(c2)OCO3)CC1
→ -8	-3	1	1	-0.6	3	-3	3

# More records follow:
# Screens in order – EBI2 antag	APOBEC3A inh	CCR6 antagonist	NR3A LBD binder	MPTP inh	Gli-Sufu block	A3G deaminase	CXCR6 inh
COc1ccc(-n2nnc3c(=O)n(CC(=O)N4CCCC4)cnc32)cc1
→ -12	-3	-26	1	0.8	2	-7	-2
COc1ccccc1-c1nc(C#N)c(N2CCN(c3ccccc3)CC2)o1
→ -13	-5	-11	1	0.0	-1	-5	-1
Fc1ccc(-c2nnc3ccc(N4CCc5ccccc5C4)nn23)cc1
→ 31	-2	8	-11	-1.0	10	-7	9
COc1ccc(CNC(=O)Nc2cccc(Cl)c2)cc1
→ 3	0	8	-8	0.1	-45	-5	5
O=C(CN(Cc1ccco1)Cc1ccco1)Nc1cc(S(=O)(=O)N2CCCCC2)ccc1Cl
→ 9	-2	17	0	0.1	15	-6	4
O=S(=O)(c1cccc(S(=O)(=O)N2CCCC2)c1)c1cccc(S(=O)(=O)N2CCCC2)c1
→ 8	-1	11	-1	1.5	6	-1	2
Cc1ccc(OCCCCN2CCC(C)CC2)c(Br)c1
→ 1	3	5	-2	1.6	11	0	3
Cn1c(N)c(C(=O)COC(=O)CNC(=O)c2ccccc2Cl)c(=O)n(C)c1=O
→ -2	-1	6	-1	-1.2	0	-6	-8
O=C(CSC(=S)N1CCCC1)Nc1ccc(Br)cc1Cl
→ 8	-2	14	-3	1.0	-1	2	3
Cc1nn2c(C)nc3sc4c(c3c2nc1=O)CC(C)(C)OC4
→ -6	-5	-1	0	-0.7	3	-3	-4

# Pulled one by one from the list above, 6 records:
# Screens in order – EBI2 antag	APOBEC3A inh	CCR6 antagonist	NR3A LBD binder	MPTP inh	Gli-Sufu block	A3G deaminase	CXCR6 inh
O=C(CP(=O)(c1ccccc1)c1ccccc1)Nn1cnnc1
→ -8	-4	-6	1	-1.9	-1	-11	7
NS(=O)(=O)c1ccc(NC(=O)C(=O)NCCC(=O)O)cc1
→ -3	1	11	-2	-0.2	4	-2	5
CC12CCC(=O)N1C(C(=O)Nc1nnc(SCc3ccccc3)s1)CS2 (centres undefined)
→ -8	-4	13	4	-0.9	-14	-12	9
NC(=O)C1CCCN(C(=S)NCc2ccc3c(c2)OCO3)C1 (centres undefined)
→ -5	-1	5	1	-0.3	-4	-3	-2
CCN(c1cccc(C)c1)S(=O)(=O)c1cc2c3c(c1)CCN3C(=O)CC2
→ 4	-1	6	0	-0.4	-1	5	-2
CCOC(=O)CNC(=O)C12CC3CC(CC(C3)C1)C2
→ 4	-2	10	0	-2.2	2	-10	-2

# Additional structures follow:
# Screens in order – EBI2 antag	APOBEC3A inh	CCR6 antagonist	NR3A LBD binder	MPTP inh	Gli-Sufu block	A3G deaminase	CXCR6 inh
CCCNC(=O)COC(=O)/C=C/c1cccc(F)c1
→ -5	6	0	1	-1.1	-10	-5	-1
Cc1ccc(CNCCCn2cnc3c(OCc4ccccc4)ncnc32)o1
→ -2	.	10	-1	-0.7	2	.	14
O=C(NCCN1CCOCC1)N1c2ccccc2Sc2ccccc21
→ -10	-2	12	1	-3.5	3	-4	-6
Cc1ccc(C2=NN(C(=O)CSc3nnnn3C)C(c3ccco3)C2)cc1 (centres undefined)
→ 5	-1	2	-2	-1.0	10	-5	4
Cc1cccc(/C(N)=N/OC(=O)c2cccnc2)c1
→ 6	0	4	-2	1.1	-60	1	-13
Cc1cc(C)n2c(SCC(=O)Nc3ccc(F)cc3F)nnc2n1
→ 1	-5	-1	1	-1.2	1	-9	-5
Cc1nc2[nH]c(=O)n(O)c(=O)c2s1
→ -10	.	-1	-2	0.4	-1	.	1
CSc1sc(C(=O)OC(C)C)c2c1C(=O)CC(C)(C)C2
→ -11	-2	10	3	0.2	28	-3	4
CCOC(=O)C1=C(C)N(CCO)C(=O)NC1c1ccccc1 (centres undefined)
→ -1	-5	-12	2	-0.4	-1	-11	11
COC(=O)c1[nH]nc2c1C(=O)N(C1CCCCC1)C2=O
→ 3	0	-2	-2	-0.5	-1	13	0

# Molecules from the list above with a cyano group:
# Screens in order – EBI2 antag	APOBEC3A inh	CCR6 antagonist	NR3A LBD binder	MPTP inh	Gli-Sufu block	A3G deaminase	CXCR6 inh
N#Cc1c(Cl)nc(N/N=C/c2ccccc2)c(Cl)c1Cl
→ -7	-1	-2	-1	0.2	-1	-5	4
COc1cccc(C(C#N)NCCCNC(C#N)c2cccc(OC)c2OC)c1OC (centres undefined)
→ -4	.	4	0	0.5	-6	.	0
COc1ccccc1-c1nc(C#N)c(N2CCN(c3ccccc3)CC2)o1
→ -13	-5	-11	1	0.0	-1	-5	-1

# (cont.)
# Screens in order – EBI2 antag	APOBEC3A inh	CCR6 antagonist	NR3A LBD binder	MPTP inh	Gli-Sufu block	A3G deaminase	CXCR6 inh
COc1cccc(N/C=C/C(=O)c2ccc(Cl)cc2)c1
→ 19	.	14	-16	5.2	-114	.	5
COc1ccc(NC(=O)COC(=O)CCCC2=NS(=O)(=O)c3ccccc3N2)cc1Cl
→ 0	-3	6	-1	-0.3	-8	-5	-3
COc1ccc(Br)cc1C1SCCN1S(C)(=O)=O (centres undefined)
→ -7	-2	-14	-5	-1.5	2	-4	-3
COc1ccc(NC(=O)CN2C(=O)C(C)SC(C)C2=O)cc1 (centres undefined)
→ -14	-3	12	-2	-0.9	28	-4	5
CC(C)(C)c1ccc(/C=C/C(=O)N2CCN(c3ncccn3)CC2)cc1
→ 65*	-2	-22	-5	-0.5	-9	-7	2
O=C(CCc1nnc(Cc2ccc3c(c2)OCO3)o1)NC(c1ccccn1)C(F)(F)F (centres undefined)
→ -2	-1	3	0	0.2	-10	-2	5

# Bioassay records deposited in PubChem BioAssay by Sanford-Burnham Center for Chemical Genomics.
